From PubChem BioAssay
M1AAP inhibition: P. falciparum M1AAP inhibitors, biochemical, fluorogenic H-Leu-NHMec substrate, 1536-well (AID 1445); recombinant M1AAP, H-Leu-NHMec fluorogenic kinetic assay; higher % means a stronger effect; hit rate 0.42% among 220,000; one-dose inhibition, % at 30 µM; IC50 in µM for titrated hits;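 active means primary inhibition above the hit cutoff, then over 50% inhibition at one or more dose response concentrations, cut at about 23% in these data, passing the limit was not always enough; inconclusive means conflicting primary data, or primary hits not chosen for dose response; inactive means low primary inhibition, or under 50% at every dose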;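 further: plate controls were DMSO full reaction for no effect and no enzyme background for full effect; strong numbers were not always called active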
P. falciparum M17LAP: P. falciparum M17LAP inhibitors, primary screen, biochemical, fluorogenic H-Leu-NHMec substrate, 1536-well (AID 1619); recombinant M17LAP, H-Leu-NHMec fluorogenic kinetic assay; higher % means a stronger effect; hit rate 0.38% among 220,000; inhibition, % at 30 µM, or IC50 in µM where a hit was titrated;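 active means compound inhibiting the enzyme by more than half at any dose during confirmatory dose-response retesting; inconclusive means strong single-dose inhibitors picked by rank but not retested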;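 further: plate controls were full reaction with DMSO carrier for no effect and no enzyme background for full effect; strong numbers were not always called active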
Autophagy mod: autophagy modulation, high-content screen. calls only at 10 µM (by protocol). AID 463193. MEF GFP-LC3 puncta imaging; test concentration mostly 10 µM. hit rate 0.98% among 190,000;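 active means percentage of spot-positive cells more than 3 SD above its plate mean, without a fluorescence outlier flag or 80% toxicity; inconclusive means no clear call, values can overlap the other calls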;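 further: spot-positive cell cutoff set from DMSO-treated cells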
MT stabilize HCS: stabilizes microtubules in HeLa cells | % tubulin-high responders, % at 10 µM | hit rate 0.83% among 200,000 | HeLa tubulin immunostaining HCS, 24 h; share of cells brighter than vehicle mean+2SD | AID 2205;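 active means plate Z-score above 3 for both tubulin-high and condensed-nucleus cell shares, with cell loss under 80%, at 10 µM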;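 further: anti alpha tubulin signal scored within the nucleus-defined area of each cell; some results filed as inactive read as strong as hits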
b-catenin transl: modulators of beta-catenin nuclear translocation; hit rate 0.3% among 190,000; HeLa beta-catenin nuclear translocation, immunofluorescence imaging; nuclear translocation activity, % at 5 µM; AID 1665;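 active means nuclear translocation activity above 50% at 5 µM, with a well cell count of 50 or more; inconclusive means wells under 50 cells across six images, flagged as toxic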;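 further: per-cell ratio of nuclear to cytoplasmic median beta-catenin stain intensity; plate controls were DMSO negative control for no effect and GSK-3 inhibitor IX positive control for full effect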
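Signal – beta-catenin immunofluorescence imaging with DAPI · Test system – human HeLa cell line · Dosing – 5 µM primary single dose, 0.1% DMSO, 0.02–20 µM confirmation series · Measure – % activation, nuclear-to-cytoplasmic median beta-catenin signal ratio per cell · Incubation – 24 h compound exposure at 37°C, 5% CO2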
CSM14.1 death rescue: protection against thapsigargin-triggered cell killing – 384-well, CSM14.1, ATP luminescence, primary screen (AID 1222); CSM14.1 thapsigargin-induced death rescue, ATP luminescence; higher % means a stronger effect; one-dose cellular ATP content (survival), % at 20 µM; EC50 in µM for titrated hits; 190,000 tested, under 10 active;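 active means EC50 below 50 µM in the dose-response confirmation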;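 further: death triggered by thapsigargin at about 15 µM added after 2 h compound pretreatment; cell ATP read after overnight thapsigargin exposure of roughly 18 to 22 hours; normalized against plate controls of thapsigargin alone and 5% DMSO vehicle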
Dynein transport: dynein cargo transport inhibition. AID 1381. 3617.4 mouse cells, GR-EGFP nuclear translocation imaging; test concentration mostly 20 µM; stimulated with dexamethasone, 1 µM; active compounds read low. z-score, hits read low. hit rate 0.47% among 220,000;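 active means plate z-score of nuclear minus cytoplasmic receptor signal below a set negative limit, without overly bright fluorescence or cell loss, cut at about -3.5 in these data, passing the limit was not always enough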;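 further: z-score of nuclear minus cytoplasmic ring GR-EGFP intensity difference per well; some compounds called inactive have numbers as strong as hits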
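medium = tetracycline-free induction medium containing charcoal-stripped FBS | probe or stimulus = dexamethasone, 1.0 µM final | timing = 48 h induction, then 1 h compound, then 30 min agonist, 37 °C | detection = automated 10x imaging of fixed Hoechst-stained cells | read-out basis = nuclear versus cytoplasmic GR-EGFP signal, averaged per well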
Insulin prom up: MIN6 insulin promoter up-regulation | MIN6 insulin promoter-GFP reporter, high-content imaging; active compounds read high | z-score at 5 µM | hit rate 0.3% among 190,000 | AID 1625;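 active means z-score above 3 at 5 µM with at least 500 cells counted in the well; inconclusive means wells under 500 cells, flagged as cytotoxic or low count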
K1F lysis inhibition: protection from phage-mediated lysis, alamar blue read-out – E. coli UTI89, K1F phage, bacterial capsule biogenesis inhibitors (AID 488966); E. coli UTI89 K1F phage lysis, alamar blue, 2 h; higher % means a stronger effect; inhibition, % at 100 µM; hits with a dose series show IC50 in µM; hit rate 0.02% among 340,000;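 active means phage lysis inhibition, versus mean bacterial control, above a set limit; inconclusive means no clear call, values can overlap the other calls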;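 further: capsule biogenesis inhibitors block K1F phage lysis so surviving cells raise fluorescence; higher fluorescence means more inhibition of phage lysis; actives were called in the ten point dose series up to 300 µM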
Dynein transport cytoplasmic EGFP: second read-out of Dynein transport, no call of its own (marks repeat the call); z-score; measured here: cytoplasmic GR-EGFP intensity; active compounds read high
Dynein transport nuclear GR-EGFP: recorded beside Dynein transport, whose call it bears; z-score; measured here: nuclear GR-EGFP intensity;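 lower value marks the stronger effect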
Dynein transport cell count: also measured in Dynein transport; calls as there; z-score; measured here: cell count per field
Insulin prom up cell count: recorded beside Insulin prom up, whose call it bears; cell count; measured here: cytotoxicity, nuclei count;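 total cells summed across four imaged fields per well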
b-catenin transl cell count 5 µM: also measured in b-catenin transl; calls as there; cell count; measured here: cell count, cytotoxicity flag
MT stabilize HCS Hoechst-high %: also measured in MT stabilize HCS; calls as there; % Hoechst-high responders; measured here: nuclear condensation Hoechst responders;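 share of cells brighter than vehicle mean plus two SD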
MT stabilize HCS cytotoxicity %: recorded beside MT stabilize HCS, whose call it bears; toxicity, %; measured here: cytotoxicity by cell density;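 0% = mean cell density of plate MIN control wells and 100% = no cells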
Autophagy mod cell loss 18 h: further read-out of Autophagy mod, marked with its call; toxicity, %; measured here: cell loss, nuclei count;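 cell loss after 18 h compound exposure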
* = called active by the depositor; i = inactive; u = inconclusive; x = no result given; + = active, no number; [ ] = another dose, or the depositor's remark.

SMILES	M1AAP inhibition	P. falciparum M17LAP	Autophagy mod	Autophagy mod cell loss 18 h	MT stabilize HCS	MT stabilize HCS Hoechst-high %	MT stabilize HCS cytotoxicity %	b-catenin transl	b-catenin transl cell count 5 µM	CSM14.1 death rescue	Dynein transport	Dynein transport cytoplasmic EGFP	Dynein transport nuclear GR-EGFP	Dynein transport cell count	Insulin prom up	Insulin prom up cell count	K1F lysis inhibition
Cc1cc(CNC(=O)Cc2c(F)cccc2Cl)nn1C	11%	-10%	i	-3	4.0	3.1	10	0.5	957	x	0.48	-0.26	0.4	-0.44	0.54	1122	11%
c1ccc(Cn2nnnc2C(c2ccccc2)N2CCN(c3nc4ccccc4s3)CC2)cc1 (stereo unspecified)	-2%	2%	i	-45	2.6	2.4	2.7	-2.9	1070	-1.6%	0.27	-0.28	0.076	-0.036	-3.5	992	0.1%
CCOC(=O)N1CCN(C(=O)CCc2ccc(S(=O)(=O)NCCc3ccccc3)cc2)CC1	4%	7%	i	10	2.3	1.3	4.8	-0.7	1164	1.0%	1.1	-0.25	0.52	-0.31	0.06	1110	3.5%
Cc1c(C(c2ccc(N(C)C)cc2)c2c(C)n(C)n(-c3ccccc3)c2=O)c(=O)n(-c2ccccc2)n1C	12%	0%	i	11	2.7	1.8	5.1	x	x	0.0%	0.52	-0.28	0.27	0.29	0.34	1189	-0.3%
CCOc1ccc(OCc2ccc(C(=O)NCc3cccnc3)o2)cc1	1%	6%	i	0	2.9	1.8	3.6	-0.8	1433	-0.6%	-0.29	-0.014	0.18	-0.94	-0.05	1627	0.2%
Cc1nc2ccccc2n1CC(=O)OCC(=O)Nc1ccc2c(c1)OCCO2	2%	1%	i	-2	1.8	2.2	13	-4.7	887	3.3%	-0.67	-0.14	-0.21	0.94	-0.32	1202	-0.4%
CCNc1c([N+](=O)[O-])c(=O)n(CC)c2ccccc12	6%	14%	x	x	x	x	x	0.8	1353	x	-0.23	-0.25	-0.11	0.2	-0.47	1106	x
Cc1ccc(N(CC(=O)NCC2CCCO2)C(=O)CCC(=O)Nc2ccccn2)cc1 (stereo unspecified)	-9%	-3%	i	-1	2.1	4.1	7.5	x	x	-0.9%	0.98	-0.33	0.18	0.39	0.39	1296	0.1%
CCSCCC(NC1=CC(=O)CC(C)(C)C1)C(=O)O (stereo unspecified)	-1%	2%	i	-10	3.7	2.5	4.7	0.0	1009	-3.1%	-0.017	-0.22	-0.044	0.091	-0.1	1458	-0.3%
CCc1ccc(-c2cn3nc(-c4ccccc4)cnc3n2)cc1	3%	7%	x	x	x	x	x	-0.8	1345	x	-0.78	0.016	-0.34	0.69	-0.18	1040	-0.3%
Cc1nn(-c2nc3ccccc3s2)c(N)c1Sc1ccc(F)cc1	6%	-12%	i	12	3.5	1.7	4.7	-2.3	963	1.7%	-0.65	-0.082	-0.14	0.49	-1	1381	0.7%
COc1ccc(-n2c(=O)c(NC(=O)c3ccccc3)c3n(c2=S)CCCCC3)cc1	-2%	3%	+	-5.4*	1.3	2.9	1.6	0.5	1097	3.3%	1.7	-0.41	0.29	0.46	-1.1	1349	-2.0%
NNC(=O)c1cn2ccccc2n1	-5%	-6%	i	-4	1.4	1.8	7.7	x	x	-1.4%	-0.43	-0.2	-0.54	-0.03	x	x	0.7%
Cc1nn(C)c(Oc2ccccc2)c1CCNC(=O)CC(C)C	14%	14%	i	3	2.9	3.3	12	-0.3	1558	-1.9%	-0.79	-0.025	-0.37	0.76	0.28	1373	-0.2%
COc1ccccc1NS(=O)(=O)c1cc(NC(=S)NCC2CCCO2)ccc1C (stereo unspecified)	4%	8%	i	6	1.9	2.6	4.0	-0.4	999	-1.6%	0.067	-0.18	0.64	-1.1	x	x	-0.3%
O=C1NCCCC1C(=O)N/N=C/c1cccc([N+](=O)[O-])c1 (stereo unspecified)	4%	1%	x	x	x	x	x	-6.8	1338	x	-0.48	-0.25	-0.24	1.3	-0.28	1391	x
COc1ccccc1N1CCN(C(=O)CN2C(=O)c3cccc4cccc(c34)C2=O)CC1	6%	6%	i	-16	3.1	2.3	6.2	0.2	787	0.5%	-0.34	-0.32	0.36	0.43	-0.53	1558	1.1%
O=C(COc1ccc(Br)cc1)N1CCC(c2ccccc2)C1 (stereo unspecified)	-2%	0%	i	-6	2.2	1.0	3.6	-2.5	1336	-1.6%	0.49	-0.25	-0.67	-0.75	0.06	1496	-2.7%[50 µM]
NNC(=O)c1cc2sccc2s1	0%	1%	x	x	x	x	x	-2.8	1131	x	-0.81	-0.25	-0.64	2.1	1.1	1382	1.3%
CCOC(=O)/C=C1\SCC(=O)N1Cc1nnc(-c2ccccc2Br)o1	22%	10%	i	2	2.4	0.3	40	0.7	1117	-0.9%	0.67	-0.13	0.78	-1.1	0.57	1191	1.3%
O=C(NCCc1ccc2c(c1)OCCO2)c1cc2ccccc2o1	2%	-2%	i	35	1.2	1.8	5.7	0.1	1151	0.1%	-0.66	-0.15	-0.14	0.64	-0.56	1075	0.1%
O=C(COC(=O)c1cccc(S(=O)(=O)N2CCOCC2)c1)Nc1nc(-c2ccccc2Cl)cs1	1%	1%	i	-2	2.0	1.1	1.2	0.5	1274	-0.7%	-0.42	-0.16	-0.91	-0.14	0.82	1713	2.8%
COc1cc(N2CCCC2)c(OC)cc1/C=C1/NC(=S)NC1=O	2%	13%	+	-2.7*	4.5	1.4	6.2	3.8	975	1.0%	-4.4	7.6	-0.0028	1.1	x	x	7.8%
CC(c1ccccc1)N1CC(C(=O)N2CCN(c3ccccc3)CC2)CC1=O (stereo unspecified)	13%	6%	i	4	6.7	2.9	1.4	0.0	1127	4.3%	-1.1	-0.3	-0.53	0.78	-0.78	1025	0.0%
COc1cccc(C(=O)N[C@@H](CCSC)c2nc3ccccc3[nH]2)c1	0%	10%	i	1	2.5	1.5	1.6	0.1	996	1.6%	1	-0.19	0.52	-0.37	x	x	0.6%
CCOC(=O)Cc1csc(NC(=S)NC(=O)c2ccc([N+](=O)[O-])cc2)n1	5%	16%	i	9	2.4	1.4	7.3	0.2	989	0.0%	1.1	-0.19	1.5	-1.4	0.19	1336	2.7%
CSCCCNC(=O)c1ccc(OC2CCN(CCc3ccccc3)CC2)cc1	-13%	8%	i	20	4.4	2.0	2.0	2.4	907	-1.2%	0.14	-0.32	-0.14	0.53	x	x	0.1%
O=C(Cc1cccs1)OCC(=O)c1ccco1	1%	5%	i	2	1.3	0.6	3.3	-5.5	1042	-3.2%	-1.2	0.055	-0.51	0.29	0.72	1150	3.3%
O=C1NCCCCC1NS(=O)(=O)c1ccc(F)c(F)c1 (stereo unspecified)	-1%	2%	x	x	x	x	x	0.0	1345	x	-0.48	-0.21	-0.34	0.38	0.04	1386	1.8%
O=C(COc1ccc(Cl)cc1)N1CCCC1	-1%	-3%	i	-1	2.2	2.1	1.6	-2.3	1196	-1.9%	-0.39	-0.25	-0.57	-0.15	x	x	0.3%
Cc1cc(NC(=O)CCC(=O)N(CC(=O)NCC2CCCO2)c2ccc3c(c2)OCCO3)no1 (stereo unspecified)	-2%	-15%	i	1	3.5	2.8	5.5	2.1	1178	-1.9%	-0.079	-0.25	-0.028	0.41	-0.03	1255	1.5%
Cc1cc(N2CCCCC2)nc2c(C)cccc12	8%	7%	i	3	1.3	1.8	7.0	-0.2	1526	-2.2%	0.47	-0.25	0.34	0.2	-0.67	1508	-1.5%
CCOC(=O)c1sc(=S)n(C)c1NC(=O)c1ccc(OC)cc1	7%	8%	x	x	x	x	x	0.1	1322	x	-0.56	-0.27	-0.25	0.51	0.39	1048	-0.4%
O=C(c1ccc(Cl)c(S(=O)(=O)Nc2ccccc2C(=O)N2CCc3ccccc3C2)c1)N1CCc2ccccc2C1	u	14%	i	-15	2.7	3.5	6.1	-2.2	955	0.6%	0.045	-0.2	0.48	-0.85	-0.32	1349	-0.4%[50 µM]
CCN1CCN(C(=O)C2(NC(=O)Nc3ccccc3Cl)CCCCC2)CC1	-11%	7%	i	6	4.7	2.0	3.5	x	x	-1.0%	0.97	-0.3	-0.13	0.65	x	x	-0.6%
COC(=O)C12CCC(C)(c3nc4ccccc4nc31)C2(C)C (stereo unspecified)	-7%	-3%	i	-2	3.8	2.2	8.5	-0.4	1485	-1.3%	-0.48	-0.29	0.25	0.86	1.3	1374	x
CCCSc1nc(N)c(C#N)c(-c2ccc(C)cc2)c1C#N	14%	-3%	i	-5	3.4	1.2	8.5	0.5	1088	x	-0.69	-0.0073	-0.1	0.12	-0.46	1336	0.6%
CCc1cccc(NC(=O)CN(C)S(=O)(=O)c2cnc[nH]2)c1	13%	0%	i	-12	1.6	1.8	13	0.3	1329	-0.9%	0.53	-0.16	0.24	-0.03	0.33	1719	0.8%
